D2 antagonist: antagonizes the human D2 dopamine receptor; inhibition, % at 10 µM; HEK293 TREx D2 cells, calcium flux, dopamine EC80; hit rate 2% among 340,000; P14416; in the data active = inhibition above about 30%; also: 0% is about no effect
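Measurement of antagonist activity uses fluorescent calcium dye in inducible HEK293 T-REx D2 cells: 10 s baseline, compound addition with 180 s read, EC80 dopamine addition with a further 180 s read.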
TRHR PAM: allosterically enhances the human TRH receptor | P34981 | TRHR cells, fluo-8 calcium fluorescence, EC20 TRH enhancement | enhancement, % at 2 µM | hit rate 0.66% among 360,000 | AID 493056; in the data active = enhancement above about 30%; also: 0% is about no effect
Target sequence (P34981 whole entry, looked up): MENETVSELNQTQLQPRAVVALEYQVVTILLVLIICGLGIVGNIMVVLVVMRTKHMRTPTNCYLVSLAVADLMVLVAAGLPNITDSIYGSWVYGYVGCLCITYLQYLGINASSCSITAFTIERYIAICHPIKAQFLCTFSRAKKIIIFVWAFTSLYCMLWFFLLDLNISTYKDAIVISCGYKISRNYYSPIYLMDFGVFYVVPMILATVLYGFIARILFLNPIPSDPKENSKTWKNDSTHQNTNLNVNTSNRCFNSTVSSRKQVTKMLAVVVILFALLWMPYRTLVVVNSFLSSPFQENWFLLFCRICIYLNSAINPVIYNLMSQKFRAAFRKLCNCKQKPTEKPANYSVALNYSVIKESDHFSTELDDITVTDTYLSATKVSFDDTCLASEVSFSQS
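Enhancer read-out: after compound pinning and an initial kinetic agonist-mode read, an EC20 of TRH (10 nM final) was injected and fluo-8 calcium signal (Ex 480/Em 530) followed at 1 s/cycle for 100 cycles in TRHR-expressing cells.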
D1 agonist: agonists of human D1 dopamine receptor. HEK293 T-REx D1 cells, calcium flux, agonist mode. activation, % at 2 µM. hit rate 1% among 360,000. AID 504660; in the data active = activation above about 30%; also: 0% is about no effect
Target sequence (P21728 whole entry, looked up): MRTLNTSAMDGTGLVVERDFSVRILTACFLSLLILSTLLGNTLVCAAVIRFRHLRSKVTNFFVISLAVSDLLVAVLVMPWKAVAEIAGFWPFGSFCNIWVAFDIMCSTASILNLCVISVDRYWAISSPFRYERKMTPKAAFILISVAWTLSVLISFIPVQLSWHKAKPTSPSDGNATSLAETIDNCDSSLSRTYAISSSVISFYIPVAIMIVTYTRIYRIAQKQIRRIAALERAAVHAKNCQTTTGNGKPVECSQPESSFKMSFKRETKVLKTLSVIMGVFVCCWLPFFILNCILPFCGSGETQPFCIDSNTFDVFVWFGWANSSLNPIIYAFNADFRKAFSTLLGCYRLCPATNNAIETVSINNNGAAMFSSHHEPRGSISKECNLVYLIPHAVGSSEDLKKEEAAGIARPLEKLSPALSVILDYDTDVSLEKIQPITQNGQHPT
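Agonism was scored from calcium flux recorded over 180 s (1 read/s) after pintool compound addition, following a 10-cycle baseline. Cells were inducible force-coupled HEK293 TREx D1, plated overnight at 30 C and loaded with no-wash calcium dye.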
RXFP1 antagonist: antagonists of human relaxin receptor RXFP1; Q9HBX9; HEK293-RXFP1, relaxin-stimulated cAMP HTRF, 30 min; hits give low values; activity change, negative = inhibition, % at 57.5 µM; hit rate 0.59% among 350,000; AID 1259400;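 active = activity change of -60% or lower, but not beyond a set lower limit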; also: % is scaled to controls: 0 for no effect and ±100 for the full control effect
D1 antag: blocks dopamine activation of the human D1 receptor. AID 504652. P21728. hit rate 3.2% among 360,000. HEK293 TREx D1 cells, calcium flux, dopamine EC80; hits give low values. activity change, negative = inhibition, % at 10 µM; in the data active = activity change below about -30%; also: % is scaled to controls: 0 for no effect and ±100 for the full control effect
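Cells carrying a force-coupled, tetracycline-inducible human D1 receptor report calcium flux. Each well gets a 10 s baseline, compound with 180 s monitoring, then an EC80 dopamine stimulus with a second 180 s kinetic read.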
RXFP1 agonist: activates the human relaxin receptor RXFP1 | Q9HBX9 | HEK293T-RXFP1 cAMP TR-FRET, 30 min; response scale: percent of porcine relaxin response, buffer zero | Potency, µM (highest dose often 57.5 µM), inactives show top-dose activation, usual class: activators | hit rate 0.3% among 370,000 | AID 2676; active = well fitted activation curve with a large enough effect; also: potency is read from the fitted curve at half-maximal effect; % is scaled to controls: 0 for no effect and ±100 for the full control effect; nearly all actives have a fitted effect of over 60% in size; many of its hits are not listed in these tables
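cAMP rise read by TR-FRET after 30 min, 37C compound exposure (up to 58 uM) in RXFP1-transfected HEK293 cells with Ro 20174 present. EC50 from Hill-equation fits, with 29 nM porcine relaxin as 100% and buffer as basal.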
D1 PAM: enhances dopamine response at the human D1 receptor; P21728; HEK293 TREx D1 cells, calcium flux, dopamine EC20 potentiation; potentiation, % at 10 µM; hit rate 0.036% among 360,000; in the data active = potentiation above about 30%; also: 0% is about no effect
D2 agonist: D2 dopamine receptor (human) agonism; HEK293 T-REx D2 cells, calcium flux agonist mode; activation, % at 2 µM; hit rate 0.53% among 340,000;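 active = activation over 3 SD above normal in the single-dose calcium agonist read, cut at about 30% in these data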; also: 0% is about no effect
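Agonism scored from kinetic calcium signal (1 read/sec, 180 s) following compound pin transfer, after a 10 s baseline. Cells: HEK293 Trex line expressing inducible D2 receptor coupled to calcium, dye-loaded after overnight culture at 30 C.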
D2 potentiator: positive allosteric modulators of human D2 dopamine receptor. AID 485347. potentiation, % at 10 µM. HEK293 T-REx D2, calcium flux, EC20 dopamine potentiation. P14416. hit rate 0.34% among 340,000;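 active = potentiation over 3 SD above the plate norm, cut at about 30% in these data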; also: 0% is about no effect
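Using a no-wash calcium dye in inducible, force-coupled HEK293 Trex cells expressing D2, we tracked fluorescence each second for 180 s after compound, then for 180 s after EC20 dopamine to detect augmented signalling.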
* marks the source's active call; other numbers are inactive results; · = no result given; & = joins results of further samples; ! = not active in a repeat. A portion of the library; the hit share may differ from the screen's.

item	Structure	TRHR PAM	D2 potentiator	D1 antag	D1 PAM	D2 agonist
1	CCOC(=O)C1=C(C)NC(=O)NC1c1c(C)nn(-c2ccccc2)c1Cl (configuration not stated)	5	1	0	-3	0.4
2	O=C(Cn1cc([N+](=O)[O-])nc1[N+](=O)[O-])N1CCN(c2ccccc2)CC1	-2	-3	8	-5	14
3	CCCc1[nH]nc2c1C(c1ccc(OC)cc1OC)C(C#N)=C(N)O2 (configuration not stated)	-3	11	1	-2	3.7
4	c1coc(-c2ccnc(-n3cccc3)n2)c1	1	10	12	1	0.4
5	Cc1ccc(N2CC(C(=O)OCC(=O)c3ccc(F)cc3)CC2=O)cc1 (configuration not stated)	7	20	-26	-3	-1.5
6	Cc1ccc(NC(=O)CCNS(=O)(=O)c2cccc3nonc23)cc1Cl	-8&15	6&4	-32*!	-8&0	-0.1&-0.9
7	COc1ccccc1NC(=O)NC(=O)c1ccccc1	0	1	1	-3	0.8
8	Cc1nnc2ccc(-c3ccc(NC(=O)c4cccnc4Cl)cc3)nn12	1	-2	-30	-2	0.2
9	CC(C)CNC(=O)c1cc(S(=O)(=O)N2CCOCC2)ccc1N1CCCC1	-2	-2	-7	-5	-0.4
10	COc1ccc(/C(C)=N/OC/C(O)=C(\C#N)c2nc3ccccc3[nH]2)c(OC)c1	5	-9	0	4	-0.4

item	D1 agonist	D2 antagonist	RXFP1 agonist	RXFP1 antagonist
1	2	2	4.3%	-2
2	2	8	-0.5%	-22
3	-2	1	1.0%	3
4	1	10	3.1%	6
5	0	-27	2.4%	-13
6	3&2	4	0.0%&1.8%	7&4
7	2	3	-3.0%	-5
8	6	-4	11%	-6
9	1	-13	1.4%	-2
10	-2	3	-0.3%	-6

Next section
item	Structure	TRHR PAM	D2 potentiator	D1 antag	D1 PAM	D2 agonist
11	O=C(C1=C(O)C(=O)N(CCN2CCOCC2)C1c1ccncc1)c1ccco1 (configuration not stated)	-3	1	3	3	-0.1
12	COc1ccc(-c2nc(C#N)c(N3CCCCCC3)o2)cc1	-3	·	-10	-4	·
13	CCC1(CC)Nc2ccccc2C(=O)N1c1ccc(NC(C)=O)cc1	2	-2	-13	2	-0.4
14	CC(C(=O)O)n1c(-c2ccn[nH]2)n[nH]c1=S (configuration not stated)	-5	8	8	-1	-2.2
15	Cc1cc(C)c(C)c(S(=O)(=O)NCc2ccco2)c1C	6	-4	-4	-5	0.1
16	CCc1ccc(NC(=S)NC(=O)CC(C)C)cc1	9	18	-4	-3	-2.2
17	Cc1ccc(CSC2=Nc3ccccc3C3=NC(CC(=O)NCc4ccc5c(c4)OCO5)C(=O)N23)cc1 (configuration not stated)	-1	-9	-61*	1	0.5
18	CCOc1ccc2nc(NC3=NC(c4ccc(OC)cc4)CC(=O)N3)nc(C)c2c1 (configuration not stated)	5	3	8	1	0.5
19	Cc1cc(NC(=O)CSc2nc3ccsc3c(=O)n2Cc2ccccn2)n[nH]1	0	-5	-10	0	0.1
20	CC(=O)Nc1ccc(Br)cc1C(=O)C(=O)O	1	13	-1	5	0.7

item	D1 agonist	D2 antagonist	RXFP1 agonist	RXFP1 antagonist
11	3	17	2.7%	0
12	4	·	6.1%	-16
13	2	-2	5.3%	4
14	1	7	0.4%	2
15	2	1	-1.9%	·
16	5	3	1.3%	-15
17	6	·	0.6%	-17
18	1	15	4.0%	2
19	3	0	-0.3%	3
20	0	-4	0.4%	0

An excerpt of these results, with two lines to a compound.
Value order – TRHR PAM, D2 potentiator, D1 antag, D1 PAM, D2 agonist, D1 agonist, D2 antagonist, RXFP1 agonist, RXFP1 antagonist
20: CC(=O)Nc1ccc(Br)cc1C(=O)C(=O)O
 : 1, 13, -1, 5, 0.7, 0, -4, 0.4%, 0
15: Cc1cc(C)c(C)c(S(=O)(=O)NCc2ccco2)c1C
 : 6, -4, -4, -5, 0.1, 2, 1, -1.9%, ·
10: COc1ccc(/C(C)=N/OC/C(O)=C(\C#N)c2nc3ccccc3[nH]2)c(OC)c1
 : 5, -9, 0, 4, -0.4, -2, 3, -0.3%, -6
4: c1coc(-c2ccnc(-n3cccc3)n2)c1
 : 1, 10, 12, 1, 0.4, 1, 10, 3.1%, 6

The results go on:
item	Structure	TRHR PAM	D2 potentiator	D1 antag	D1 PAM	D2 agonist
21	O=C(Cn1c(-c2cncs2)nc2ccccc21)NCCc1ccccc1	-2	6	-3	1	0.9
22	Cc1cccc(-c2nnc(-c3ccccc3)o2)c1	-2	·	-22	2	·
23	Cc1cccc(-n2c(O)c(C=Nc3ccc4c(c3)OCO4)c3ccccc3c2=O)n1	-1	4	1	-1	3.5
24	CC(C)CC(NC(=O)C1CCC(C)CC1)C(=O)NCc1cccnc1 (configuration not stated)	4	17	2	-8	-0.5
25	CCCC(C(=O)NC1CCCC1)N(CC1CCCO1)C(=O)CNS(=O)(=O)c1ccccc1 (configuration not stated)	0	-1	9	-4	-0.6
26	O=C1CC2(CCN(C(=O)c3ccccc3Br)CC2)Oc2ccccc21	11	5	7	-6	-1.3
27	COc1cc(OC)c(OC)cc1/C=N/NC(=O)c1cc(-c2cccn2C)n[nH]1	-2	-14	2	-6	-0.1
28	O=C(/C=C/c1ccccc1Cl)N1CCN(c2ncccn2)CC1	-1	6	-31*	-2	-1.0
29	COc1ccc(Oc2coc3cc(OC(=O)c4cncc(Br)c4)ccc3c2=O)cc1	-2	-2	-1	0	-0.5
30	c1ccc(-c2csc(N3CCCCCC3)n2)cc1	4	-1	9	-2	0.8

item	D1 agonist	D2 antagonist	RXFP1 agonist	RXFP1 antagonist
21	2	-1	0.6%	·
22	3	·	2.0%	-5
23	15	5	0.9%	8
24	1	-10	2.3%	2
25	1	21	-1.5%	9
26	4	12	0.0%	1
27	1	10	0.3%	-9
28	3	-8	-0.1%	-10
29	5	3	-0.2%	4
30	0	4	1.1%	-21

6 entries drawn at random from those above, as already listed:
item	Structure	TRHR PAM	D2 potentiator	D1 antag	D1 PAM	D2 agonist
1	CCOC(=O)C1=C(C)NC(=O)NC1c1c(C)nn(-c2ccccc2)c1Cl (configuration not stated)	5	1	0	-3	0.4
18	CCOc1ccc2nc(NC3=NC(c4ccc(OC)cc4)CC(=O)N3)nc(C)c2c1 (configuration not stated)	5	3	8	1	0.5
29	COc1ccc(Oc2coc3cc(OC(=O)c4cncc(Br)c4)ccc3c2=O)cc1	-2	-2	-1	0	-0.5
4	c1coc(-c2ccnc(-n3cccc3)n2)c1	1	10	12	1	0.4
13	CCC1(CC)Nc2ccccc2C(=O)N1c1ccc(NC(C)=O)cc1	2	-2	-13	2	-0.4
2	O=C(Cn1cc([N+](=O)[O-])nc1[N+](=O)[O-])N1CCN(c2ccccc2)CC1	-2	-3	8	-5	14

item	D1 agonist	D2 antagonist	RXFP1 agonist	RXFP1 antagonist
1	2	2	4.3%	-2
18	1	15	4.0%	2
29	5	3	-0.2%	4
4	1	10	3.1%	6
13	2	-2	5.3%	4
2	2	8	-0.5%	-22

Additional compounds
item	Structure	TRHR PAM	D2 potentiator	D1 antag	D1 PAM	D2 agonist
31	Cc1cccc(CC2CC(=O)N(c3nc4ccccc4s3)C2=O)c1 (configuration not stated)	-1	18	-2	8	0.1
32	COc1ccc(C(=O)C2CCN(C(=S)NCCc3ccc(OC)c(OC)c3)CC2)cc1	0	1	-19	-3	1.0
33	O=C(Nc1ncc(Cl)cn1)c1cccs1	-1	7	0	-6	0.1
34	CCOc1ccccc1C(=O)Nc1ccccc1C(N)=O	-4	-2	11	1	0.4
35	O=C(CSc1nnnn1-c1ccccc1)Nc1ccc(Cl)cn1	-2	-10	-13	-4	0.0
36	COc1ccc(-c2ccc(=O)n(CC(=O)NC3CCc4ccccc43)n2)cc1OC (configuration not stated)	2	14	-4	-4	0.0
37	CC1Cc2ccccc2N1C(=O)C1CCN(S(=O)(=O)Cc2ccccc2)CC1 (configuration not stated)	7	-10	-14	-7	-0.7
38	Cc1ccc(N2CCN(S(=O)(=O)c3ccc4c(c3)oc(=O)n4C)CC2C)cc1 (configuration not stated)	-7	-5	-15	-3	-1.7
39	CCOC(=O)c1ccccc1NC(=O)Nc1ccc(OC)c(OC)c1	8	0	-9	0	-0.1
40	C(=C\c1cccc2ccccc12)/c1nnc(-c2cccs2)o1	-2	13	-1	3	0.4

item	D1 agonist	D2 antagonist	RXFP1 agonist	RXFP1 antagonist
31	3	1	-1.9%	12
32	14	7	-3.1%	-8
33	2	0	-2.1%	-11
34	0	-1	-2.1%	17
35	7	22	1.5%	-25
36	1	16	2.3%	-3
37	5	-9	1.0%	3
38	1	-3	2.2%	-7
39	2	0	-1.3%	6
40	5	-7	4.2%	7

More records follow:
item	Structure	TRHR PAM	D2 potentiator	D1 antag	D1 PAM	D2 agonist
41	Cc1ccccc1C(CC(=O)c1cccs1)C(C#N)C#N (configuration not stated)	6	8	-20	-3	-1.1
42	COc1cc(C(=O)Oc2ccccc2/C=N/NC(=O)c2ccc(C)cc2)cc(OC)c1OC	-17	-8	10	-1	-0.4
43	CCCC1(C(=O)OCC)NC(c2ccc(N(C)C)cc2)C2C(=O)N(c3ccc4c(c3)OCCO4)C(=O)C21 (configuration not stated)	-2	9	4	-2	·
44	COc1cccc(OC)c1NC(=O)C1CCCN1C(=O)Nc1ccccc1Cl (configuration not stated)	1	4	8	6	0.7
45	COc1cc2[nH]c(=O)n(CCCCCC(=O)N3CCN(c4ccccn4)CC3)c(=O)c2cc1OC	16	6	-3	-1	0.4
46	CCC(c1nnnn1C(C)(C)C)N1CCN(C2CCCC2)CC1 (configuration not stated)	5	-4	-10	-1	0.4
47	Cc1cc(C)cc(NC(=O)C2CCCN(S(=O)(=O)c3cnc[nH]3)C2)c1 (configuration not stated)	1	·	11	-1	·
48	Cc1oc(S(=O)(=O)N2CCOCC2)cc1C(=O)Nc1ccc(F)cc1	-4	-3	0	1	-0.4
49	CCc1nnc(NS(=O)(=O)c2ccc(NC(=O)COc3ccc(Cl)c(C)c3)cc2)s1	3	4	9	6	-0.6
50	COc1cc([C@H]2c3c(cc(OC)c(O)c3OC)C[C@@H](CO)[C@@H]2CO[C@@H]2O[C@H](CO)[C@@H](O)[C@H](O)[C@H]2O)cc(OC)c1O	10	20	11	1	0.3
51	COc1ccc(N(CC(=O)N2CCCC2)S(=O)(=O)c2ccc(NC(C)=O)cc2)cc1	-11	2	8	2	0.7
52	CC(C)=CC(=O)OCC(=O)Nc1cc(C)ccc1C	-1	5	18	2	-0.3

item	D1 agonist	D2 antagonist	RXFP1 agonist	RXFP1 antagonist
41	2	-1	0.1%	-12
42	13	0	0.1%	4
43	0	·	0.0%	-11
44	0	9	-4.7%	10
45	1	-3	1.1%	-6
46	3	-5	-0.4%	8
47	-1	·	-0.5%	·
48	2	-15	4.4%	-9
49	-1	6	-0.4%	6
50	1	-5	0.7%	13
51	2	6	2.5%	12
52	-1	-8	1.3%	-9

Source: PubChem
